GSK3 alpha inh: blockers of GSK3A enzyme activity – biochemical, luminescence, cell-free homogeneous, HTS, primary screen | Glycogen synthase kinase-3 alpha (Homo sapiens), P49840 | GSK-3 alpha kinase, ADP-Glo luminescence, 60 min | inhibition, % at 10 µM | 0.1% of 320,000 active;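 in the data active means inhibition above about 50%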;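 further: GST-tagged GSK-3 alpha with peptide substrate and 25 µM ATP; 0% = DMSO neutral wells and 100% = GW8510 positive control wells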
Target sequence (P49840 whole entry, looked up): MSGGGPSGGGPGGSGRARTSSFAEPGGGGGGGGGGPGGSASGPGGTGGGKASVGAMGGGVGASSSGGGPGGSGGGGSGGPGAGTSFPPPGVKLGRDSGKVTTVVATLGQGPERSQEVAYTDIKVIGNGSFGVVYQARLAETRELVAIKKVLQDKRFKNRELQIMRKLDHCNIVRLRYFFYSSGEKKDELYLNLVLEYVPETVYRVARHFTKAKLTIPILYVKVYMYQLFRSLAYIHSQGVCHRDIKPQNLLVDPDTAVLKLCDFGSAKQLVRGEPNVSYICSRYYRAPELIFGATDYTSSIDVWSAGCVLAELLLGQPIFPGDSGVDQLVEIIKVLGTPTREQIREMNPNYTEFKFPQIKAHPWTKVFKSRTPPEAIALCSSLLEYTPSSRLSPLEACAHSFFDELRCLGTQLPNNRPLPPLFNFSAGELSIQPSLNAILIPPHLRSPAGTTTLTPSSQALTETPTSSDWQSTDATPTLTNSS
hERG protect: hERG rescue from dofetilide block, primary screen, cell-based, CHO-hERG, FluxOR thallium flux, dofetilide IC70; 0.51% of 310,000 active; Voltage-gated inwardly rectifying potassium channel KCNH2 (Homo sapiens), Q12809; activation (rescue from dofetilide block), less the hit threshold, % at 10 µM; dofetilide IC70 present;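 active means activation above the mean of controls blocked by dofetilide plus 5 SD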;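 further: thallium influx through hERG after potassium depolarization seen as dye fluorescence rise; in these data hits start at about 4.7%; inactives centre near -7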
HDAC3 inh: HDAC3 deacetylase inhibitors, primary screen, biochemical, fluorescence, cell-free homogeneous | 0.15% of 320,000 active | Histone deacetylase 3 (Homo sapiens), O15379 | inhibition, % at 8.3 µM | recombinant HDAC3, fluorogenic peptide/trypsin coupled | AID 2718, 2010; in the data active means inhibition above about 26%, passing the limit was not always enough; inconclusive means no clear call, values can overlap the other calls
KCNQ1 pot: potentiators or activators of KCNQ1 channel, primary screen, cell-based, thallium flux, high-throughput; CHO-K1 KCNQ1, thallium flux FluxOR fluorescence; active compounds read high; Potassium voltage-gated channel subfamily KQT member 1 (Homo sapiens), P51787; 0.35% of 310,000 active; B-score at 10 µM;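 active means fluorescence ratio B-score, a plate-corrected score, at least three library SD, with initial intensity B-score within 5 SD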
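Material: CHO-K1 cells stably expressing KCNQ1. Medium: assay buffer for compound exposure, DMSO matched across wells. Reagent: K+/Tl+ depolarizing stimulus. Compound dosing: single-concentration screen. Times: 37 °C overnight plating, 90-min dark dye load, 20-min compound pretreatment. Technique: FluxOR Tl+ flux fluorescence.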
KCNK3 inh: human KCNK3 channel inhibitors, primary screen, CHO cells, FluxOR thallium flux, B-score. Potassium channel subfamily K member 3 (Homo sapiens), O14649. FluxOR fluorescence; active compounds read low. B-score at 10 µM. 0.84% of 340,000 active. AID 602410, 2012;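 active means B-score under library mean minus 4 SD, starting fluorescence ratio at most library mean plus 5 SD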;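 further: more negative B-score means stronger inhibition of thallium flux through KCNK3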
Target sequence (O14649 whole entry, looked up): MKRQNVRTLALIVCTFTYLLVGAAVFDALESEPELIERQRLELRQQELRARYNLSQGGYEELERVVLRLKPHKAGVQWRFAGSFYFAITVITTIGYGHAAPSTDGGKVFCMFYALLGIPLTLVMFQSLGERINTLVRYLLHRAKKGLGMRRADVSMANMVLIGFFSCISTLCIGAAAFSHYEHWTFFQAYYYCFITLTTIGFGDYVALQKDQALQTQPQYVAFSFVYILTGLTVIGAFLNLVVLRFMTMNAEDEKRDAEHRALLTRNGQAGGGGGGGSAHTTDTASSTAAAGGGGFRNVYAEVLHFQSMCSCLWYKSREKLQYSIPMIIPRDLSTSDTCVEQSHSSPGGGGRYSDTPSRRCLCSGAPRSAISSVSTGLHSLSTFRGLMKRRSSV
PolyA inh: polyadenylation inhibitors in yeast reporter cells, primary screen, luminescence, S. cerevisiae | 0.02% of 300,000 active | S. cerevisiae SKY197-pL101 polyadenylation reporter, beta-gal luminescence; efflux-impaired pdr1/pdr3 knockout yeast; score 100 = 6 SD above DMSO | AID 1875, 2009 | calls only at 12 µM;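 active means lowest replicate activity score at least 50, where 100 means six control SD above control mean; inconclusive means lowest score under 50 but half or more replicates reach 50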;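 further: yeast exposed to compound for 9 h at 30 °C; higher score means more reporter readthrough which indicates perturbed polyadenylation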
GSK3beta inhib: human GSK3beta kinase inhibitors, primary screen, biochemical, cell-free homogeneous, HTS; 0.038% of 300,000 active; GST-GSK3beta kinase, ADP-Glo luminescence, 60 min; active compounds read low; AID 2097, 2009; activity score (negative = inhibition), % at 10 µM; Glycogen synthase kinase-3 beta (Homo sapiens), P49841;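 active means more than half of replicate wells score below -50%, meaning over 50% inhibition versus plate controls; inconclusive means some replicates but at most half score below -50%; inactive means no replicate scores below -50%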;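 further: 0% = median DMSO wells and -100% = median GW8510 positive control wells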
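Assay system: GST-tagged human GSK3beta kinase, cell-free; Input: 1.6 ng GSK3beta; Medium: Tris/MgCl2 kinase buffer; Timing: 60 min enzyme reaction, room temperature; Signal: ADP-Glo luminescence quantifying ADP generated by kinase; Evaluation: score relative to plate controls; Benchmarks: DMSO neutral wells and GW8510 at 20 µM as positive.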
RGS4 act: RGS4 potentiators or activators, primary screen, cell-based, HEK293 M3R inducible RGS4, calcium flux | carbachol calcium flux Fluo4; active compounds read low | B-score at 10 µM | 0.92% of 310,000 active | AID 463111, 2010;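 active means B-score of the integrated calcium signal more than 4 SD below the library mean, with starting fluorescence not abnormally high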;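 further: negative B-score means reduced calcium response which marks RGS4 activation or potentiation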
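Material: Inducible-RGS4 HEK293 cells carrying M3 receptor; also added: carbachol at ECmax as muscarinic agonist stimulus; incubation: compound preincubation 20 min at room temperature before agonist; signal: Fluo4-AM (2 µM) calcium-flux fluorescence, kinetic read; measure: integrated calcium ratio converted to B score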
DYRK1A inh: rat Dyrk1A kinase inhibitors, primary screen, biochemical, single point, plate reader; inhibition, % at 12.5 µM; Dual specificity tyrosine-phosphorylation-regulated kinase 1A (Rattus norvegicus), Q63470; ADP-Glo luminescence, NFATc1 peptide; 0.43% of 310,000 active; in the data active means inhibition above about 50%;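 further: plate controls were vehicle with enzyme for no effect and no enzyme for full effect; many of its hits are not listed in these tables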
KCNQ1 block: inhibitors of human KCNQ1 channel, primary screen, cell-based, thallium flux, high-throughput | CHO-K1 KCNQ1, FluxOR thallium flux fluorescence; active compounds read high | 1.3% of 310,000 active | B-score at 10 µM;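 active means compounds whose thallium flux B-score, printed positive for inhibition, exceeds three library SD while starting fluorescence stays within three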;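 further: channel opened by potassium depolarization with thallium stimulus after 20 min compound exposure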
KCNK9 inh: KCNK9 potassium channel inhibitors, primary screen, HEK293 cells, thallium flux | FluxOR thallium flux fluorescence; active compounds read low | B-score at 10 µM | 1.2% of 310,000 active;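 active means ratio B-score over 3 SD below the library mean, with starting fluorescence within 5 SD of its mean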;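 further: negative B-score means less thallium flux so channel inhibition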
Starred values were filed as active, the others as inactive; i = inactive; u = inconclusive; x = not tested or not shown. Only part of the results is shown; count on the stated rates, not on these rows.

SMILES	GSK3 alpha inh	hERG protect	HDAC3 inh	KCNQ1 pot	KCNK3 inh	PolyA inh	GSK3beta inhib	RGS4 act	DYRK1A inh	KCNQ1 block	KCNK9 inh
COC(=O)C1=C(O)/C(=C\c2ccc(CNC(=O)C(=O)Nc3ccc(C)c(C)c3)o2)N=C1C	-1	-6	-1	i	i	i	1	i	1	i	i
CCCC(=O)Nc1ccc2c(c1)nc(CCN1CCN(c3ccccn3)CC1)n2C	1	-9	-10	i	i	i	-2	i	-1	i	i
Cn1nc(Cc2n[nH]c(=S)n2C)c2ccccc2c1=O	3	-4	2	i	i	i	-4	i	0	i	i
Cc1cccn2c(=O)nc(SCC(=O)NCc3ccco3)nc12	-1	-8	2	i	i	i	-4	i	15	i	i
CC(C)CN(C(=O)COC(=O)CCC(=O)c1ccc(Cl)cc1)c1c(N)n(Cc2ccccc2)c(=O)[nH]c1=O	-1	-8	1	i	i	x	-6	i	-4	i	i
CCCCCn1c(CN2CCN(c3cccc(Cl)c3)CC2)nc2c1c(=O)[nH]c(=O)n2C	-2	-8	-3	i	i	i	2	i	1	i	i
O=C(CCNS(=O)(=O)c1ccc2[nH]c(=O)oc2c1)Nc1cccc(Br)c1	-2	-9	2	i	i	i	3	i	5	i	i
O=C(O)CCCCCNC(=O)c1ccccc1Br	0	5.4*	2	i	i	i	1	i	3	i	i
O=C(NCCN1CCCC1=O)C1CCC(=O)N(CCc2cccc(F)c2)C1 (stereo unspecified)	0	-10	1	i	i	i	1	i	-7	i	i
CN(C)S(=O)(=O)c1ccc(C(=O)NCc2nnc(SCC(=O)Nc3ccc(F)cc3)n2-c2ccc(F)cc2)cc1	-2	-15	2	i	i	i	2	i	0	i	i
COc1ccc(-c2noc(N3CCC(C(=O)Nc4ccccc4OC)CC3)n2)cc1	-1	-7	x	i	i	i	0	i	-2	i	i
COc1ccc(C)cc1NC(=O)c1ccccc1NS(=O)(=O)c1ccc(Cl)s1	-3	-16	2	i	i	i	4	i	-6	i	i
N#CC1=C(S)N(c2ccccc2)C2(CCCCC2)NC1=O	2	-11	6	i	i	i	-3	i	13	i	i
CC(C)(C)c1cc(CCC(=O)NNC(=S)NC(=O)c2ccccc2)cc(C(C)(C)C)c1O	-1	-8	10	36*	i	i	2	i	1	i	i
O=C(NCCc1ccc(Cl)cc1)c1ccc(Br)s1	0	-11	8	i	i	i	1	i	-11	i	i
COC(=O)c1ccc(NC(=O)C(C)Oc2ccccc2)cc1 (stereo unspecified)	-1	-9	-10	i	i	x	-1	i	-4	i	i
CCOC(=O)c1c(CC(C)C)csc1NC(=O)COC(=O)c1cc(OC)c(OC)cc1[N+](=O)[O-]	2	-14	2	i	i	i	-2	i	-1	i	i
S=c1[nH]ncn1NCc1cccc(Br)c1	2	-9	1	i	i	i	4	i	x	i	i
Cc1nnc(SCC(=O)Nc2cc(S(=O)(=O)N3CCCC3)ccc2Cl)s1	1	-11	-3	i	i	i	1	i	-3	i	i
CC(C)Oc1cccc(-c2cc(C(=O)NC(=S)N(C)c3ccccc3C(=O)O)c3ccccc3n2)c1	1	-9	-17	i	i	i	-1	i	2	i	i
COc1ccc(N2CCN(S(=O)(=O)CCNC(=O)C(C)Oc3ccccc3)CC2)cc1 (stereo unspecified)	1	-4	-3	i	i	i	4	i	3	i	i
Cc1ccc(C(C)C)c(O)c1	-2	-7	4	i	i	i	-1	i	x	i	i
Cc1ccccc1NCC(=O)c1ccc(Br)cc1	-1	-10	-2	i	i	i	-3	i	-1	i	i
CN(CC(=O)Nc1cccc2c1CCCC2)S(=O)(=O)c1ccc(Br)cc1	1	-5	3	i	i	i	0	i	19	i	i
Cc1cc(C)c(C)c(OCc2nc(-c3cccnc3)no2)c1	0	-15	1	i	i	i	1	i	-6	i	i

Continuation:
SMILES	GSK3 alpha inh	hERG protect	HDAC3 inh	KCNQ1 pot	KCNK3 inh	PolyA inh	GSK3beta inhib	RGS4 act	DYRK1A inh	KCNQ1 block	KCNK9 inh
COC(=O)C1=C(C)NC(=O)NC1c1cccc(OC)c1OCc1ccccc1 (stereo unspecified)	-3	-2	5	i	i	i	-1	i	-3	i	i
O=C(NC1CCCCCC1)c1cc2n(n1)C(C(F)(F)F)CC(c1ccco1)N2 (stereo unspecified)	-1	-6	-2	i	i	i	1	i	-5	i	i
O=C(Cn1cc(C(=O)C(F)(F)F)c2cc(Br)ccc21)N1CCOCC1	5	-3	0	i	i	i	3	i	3	i	i
O=S(NCc1ccccc1)C12CC3CC(CC(C3)C1)C2 (stereo unspecified)	-2	-3	-17	i	i	i	2	i	6	i	i
Cc1cc(N(C)C)ccc1N=Nc1ccc2ncccc2c1	-2	-5	3	i	i	i	-4	i	8	i	i
COc1cc(NC(=S)NCCCN2CCOCC2)c(OC)cc1Cl	0	-8	0	i	i	i	1	i	-3	i	i
O=P(O)(O)c1cc(-c2ccccc2)oc1-c1ccccc1	-5	-8	-54	i	i	i	-2	i	3	i	i
Cc1cn(C2CCC(CO)O2)c(=O)[nH]c1=O (stereo unspecified)	0	-10	-7	i	i	i	3	i	0	i	i
CCN(CC)c1ccc(C(=O)OCC(=O)N(C)Cc2ccccc2)cc1	-2	-4	15	i	i	i	3	i	5	i	i
O=C(CN1C(=O)NC2(CCCCCC2)C1=O)NC1CC1	-1	-8	-5	i	i	i	2	i	1	i	i
Cc1nc2ccccc2c2c1C(=O)N(c1cccc(C(=O)O)c1)C2=O	1	-9	3	i	i	i	4	i	-7	i	i
COc1cc(/C=N/Nc2ccc([N+](=O)[O-])cn2)cc(OC)c1O	42	-4	19	i	i	i	-11	i	2	i	i
COc1ccc(C2CC(c3ccccc3Cl)Nc3ncnn32)cc1OC (stereo unspecified)	0	-9	3	i	i	i	4	i	-3	i	i
COc1ccc(CNC(=O)COc2ccc(OC)cc2)cc1	-4	-6	0	i	i	i	1	i	0	i	i
Cc1ccc(C(=O)NCC(C)NC(=O)c2ccc(C)c([N+](=O)[O-])c2)cc1[N+](=O)[O-] (stereo unspecified)	-2	-14	2	i	i	i	2	i	2	i	i
CC(=O)c1sc2nc(-c3cccs3)ccc2c1N	11	-15	-6	i	i	i	-3	i	-3	i	i
N=C1c2ccccc2CN1NC(=O)c1cccc(S(=O)(=O)N2CCCCC2)c1	x	-4	2	i	i	i	2	i	-1	i	i
Cc1ccc(NC(=O)c2ccc3c(c2)OCCO3)cc1	-1	-10	-9	i	i	i	-1	i	7	i	i
O=C(CCN1C(=O)/C(=C/c2ccccc2F)SC1=S)NC1C=CS(=O)(=O)C1 (stereo unspecified)	-1	-8	-5	i	i	i	-1	i	-2	i	i
C/C(=N\NC(=O)C(C)Sc1ccccc1)c1ccc([N+](=O)[O-])cc1 (stereo unspecified)	-1	-9	0	i	i	i	4	i	-1	i	i
Cc1cc(C)c(N2C(=NC(=O)CCCC(=O)O)SC3CS(=O)(=O)CC32)c(C)c1 (stereo unspecified)	-3	-5	4	i	i	i	4	i	4	i	i
C/C(=N\O)c1ncc(C(F)(F)F)cc1Cl	-2	-11	4	i	i	i	-27	i	-2	i	i
O=C(O)CSc1nc2c(c(=O)[nH]1)CCCC2	5	-11	-1	i	i	i	0	i	3	i	i
O=C(CCNC(=O)c1ccccc1Cl)NCc1ccncc1	-3	-10	-7	i	i	i	-3	i	-4	i	i
O=C1C(=O)N(CC2CCCO2)C(c2ccccc2[N+](=O)[O-])/C1=C(/O)c1ccccc1 (stereo unspecified)	9	-5	u	i	i	i	0	i	-3	i	i
Cc1cc(C)nc(SC2CCCCC2NS(=O)(=O)c2ccc(Cl)cc2)n1 (stereo unspecified)	-2	-7	2	i	i	i	3	i	-1	i	i
Cc1cc(C)cc(OCc2ccc(C(=O)O)o2)c1	-2	-18	4	i	i	i	4	i	1	i	i
O=C(NC1CCCCCCC1)NC1CCCCC1	4	0	0	i	i	i	2	i	-2	i	i
O=C(CSc1nnnn1-c1ccccc1)Nc1ncc(Cc2cccc(Cl)c2Cl)s1	5	2	1	i	i	i	-1	i	1	i	i

Full records, quoted from the list. Order of values: GSK3 alpha inh | hERG protect | HDAC3 inh | KCNQ1 pot | KCNK3 inh | PolyA inh | GSK3beta inhib | RGS4 act | DYRK1A inh | KCNQ1 block | KCNK9 inh
COc1cc(/C=N/Nc2ccc([N+](=O)[O-])cn2)cc(OC)c1O is listed with 42 | -4 | 19 | i | i | i | -11 | i | 2 | i | i
COc1ccc(C2CC(c3ccccc3Cl)Nc3ncnn32)cc1OC (stereo unspecified) is listed with 0 | -9 | 3 | i | i | i | 4 | i | -3 | i | i
O=P(O)(O)c1cc(-c2ccccc2)oc1-c1ccccc1 is listed with -5 | -8 | -54 | i | i | i | -2 | i | 3 | i | i
COc1cc(NC(=S)NCCCN2CCOCC2)c(OC)cc1Cl is listed with 0 | -8 | 0 | i | i | i | 1 | i | -3 | i | i
O=C(NC1CCCCCCC1)NC1CCCCC1 is listed with 4 | 0 | 0 | i | i | i | 2 | i | -2 | i | i

Arranged by SMILES length (low to high): some entries from above.
SMILES	GSK3 alpha inh	hERG protect	HDAC3 inh	KCNQ1 pot	KCNK3 inh	PolyA inh	GSK3beta inhib	RGS4 act	DYRK1A inh	KCNQ1 block	KCNK9 inh
Cc1cc(N(C)C)ccc1N=Nc1ccc2ncccc2c1	-2	-5	3	i	i	i	-4	i	8	i	i
O=S(NCc1ccccc1)C12CC3CC(CC(C3)C1)C2 (stereo unspecified)	-2	-3	-17	i	i	i	2	i	6	i	i
C/C(=N\NC(=O)C(C)Sc1ccccc1)c1ccc([N+](=O)[O-])cc1 (stereo unspecified)	-1	-9	0	i	i	i	4	i	-1	i	i
